Screening data (PubChem)
IL1B NFkB inh: blocks IL-1B driven NFkB nuclear translocation in HUVEC cells; HUVEC IL-1B NFkB p65 nuclear translocation imaging; inhibition, % at 2 µM; 0.43% of 94,000 active;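 active means inhibition above about 30% together with a positive call from visual inspection of the well image, limit read from the data; inconclusive means inhibition above a set limit but visual check negative; inactive means inhibition not above a set limit, visual check negative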;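 further: nuclear over cytoplasmic p65 intensity ratio measured by imaging; 0% = IL-1B stimulated DMSO wells and 100% = unstimulated DMSO wells; values of inactives mirror those of a sister screen read the other way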
MRP resist rev: reverses drug resistance mediated by MRP; H69AR cells + 2 uM doxorubicin, CellTiter-Glo, 72 h; differential viability (reversal), % at 10 µM; 0.04% of 85,000 active;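 active means viability drop by adding the cancer drug above about 55%, with treated viability meeting a 40% cutoff, limit read from the data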;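 further: viability without doxorubicin minus viability with 2 µM doxorubicin for each compound; larger differential means the compound sensitizes cells more to doxorubicin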
Bcl-B displacement: displacers of TR3 peptide from Bcl-B, primary screen, selectivity assay for Bfl-1 inhibitor project, biochemical, fluorescence polarization. 0.11% of 96,000 active. displacement, % at 20 µM, or IC50 in µM where a hit was titrated. FP displacement of FITC-TR3 peptide from Bcl-B; higher % means a stronger effect;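 active means displacement above 50% at 20 µM plus a fluorescence interference ratio under 1.5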;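 further: plate controls were wells without compound for no effect and wells lacking Bcl-B protein for full effect; a part of the inactive calls stands beside numbers as strong as those of hits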
PLAP inhibition: PLAP enzyme inhibitors, biochemical, luminescence, HTS (AID 690). purified PLAP, luminescent substrate; higher % means a stronger effect. inhibition, % at 20 µM, or IC50 in µM where a hit was titrated. 0.08% of 96,000 active; in the data active means a potency from the dose series; inactive means the rest, 99 in 100 with inhibition below about 30%; further: strong numbers were not always called active
NFkB transloc pot: enhances IL-1B driven NFkB nuclear translocation; 0.3% of 94,000 active; HUVEC IL-1B NFkB p65 nuclear translocation imaging; AID 819; activation, % at 2 µM;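 active means activation above 40%, about the mean plus 3 SD, also judged a hit on visual image review; inconclusive means activation above 40% but not a hit on visual review; inactive means activation not above 40% and no visual hit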;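 further: percent activation is computed from the nuclear over cytoplasmic p65 intensity ratio; values of inactives mirror those of a sister screen read the other way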
MRP resist rev cytotoxicity: further read-out of MRP resist rev, marked with its call; viability, %; H69AR cells, CellTiter-Glo, 72 h; measured here: cytotoxicity without doxorubicin
MRP resist rev with doxorubicin: recorded beside MRP resist rev, whose call it bears; viability, %; measured here: viability with 2 uM doxorubicin; hits give low values
IL1B NFkB inh cell count 2 µM: recorded beside IL1B NFkB inh, whose call it bears; cell count; measured here: cells passing quality filter;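 raw number of nuclei counted in each imaged well without normalization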
NFkB transloc pot cell count 2 µM: also measured in NFkB transloc pot; calls as there; cell count; measured here: cells passing quality filter
* marks the source's active call; other numbers are inactive results; u = inconclusive; x = not tested or not shown. Some of the compounds tested. The share of hits here may be higher or lower than overall.

SMILES	IL1B NFkB inh	IL1B NFkB inh cell count 2 µM	MRP resist rev	MRP resist rev cytotoxicity	MRP resist rev with doxorubicin	Bcl-B displacement	PLAP inhibition	NFkB transloc pot	NFkB transloc pot cell count 2 µM
O=c1c2cnn(-c3ccccc3Cl)c2ncn1Cc1cccnc1	-1	147	6	88	82	-4%	19%	1	147
C=CCN1C(=O)C2C(C(=O)NC)C3C=CC2(O3)C1C(=O)NCc1ccc(OC)cc1 (configuration not stated)	x	x	11	103	92	-7%	7%	x	x
Cc1ccc(CNC(=O)COc2ccc(S(=O)(=O)NC(C)C)cc2)cc1	-20	208	14	98	84	-2%	20%	20	208
Cc1ccc(-n2cnc3scc(-c4cccs4)c3c2=O)cc1	-3	136	14	78	63	x	x	3	136
CCCCN1C(=O)NC2NC(=O)NC21 (configuration not stated)	-5	66	6	103	97	x	x	5	66
O=C(CC1Sc2ccccc2NC1=O)Nc1cccc(-c2nnc3n2CCCCC3)c1 (configuration not stated)	-36	71	-7	74	82	22%	x	36	71
CCOC(=O)N1CCN(C(=O)c2cc(-c3ccc(OCC)cc3)nc3ccccc23)CC1	-3	121	-31	16	46	8%	-16%	3	121
COCCNC(=O)c1cc(-c2cccs2)on1	2	62	x	x	x	-1%	0%	-2	62
Cn1c(Cc2cccc3ccccc23)nnc1SCC(=O)N1CCN(c2cccc(Cl)c2)CC1	9	161	-36	38	75	-4%	-54%	-9	161
COc1cccc(-c2cc(C(F)(F)F)nc(N3CCCCC3)n2)c1	-11	155	18	101	83	0%	-15%	11	155
CC(C)Cn1c(N)c(C(=O)COC(=O)c2ccc3c(c2)OCCO3)c(=O)n(C)c1=O	-10	162	-3	89	91	-4%	-56%	10	162
CC(=O)c1c(C)n(CC(=O)NCc2ccc3c(c2)OCO3)c2ccccc12	0	116	13	93	80	-22%	13%	0	116
CCCOc1ccc(C(CC(=O)O)NC(=O)c2ccc3c(c2)OCO3)cc1 (configuration not stated)	-2	72	x	x	x	-5%	-22%	2	72
CCCCn1c(SCc2ncc(-c3ccccc3)o2)nc2cc(S(N)(=O)=O)ccc21	-8	132	-42	14	56	-11%	-63%	8	132
Cc1ccc(C)c(OCC(O)CN2CCCCC2C)c1 (configuration not stated)	10	185	3	79	76	-10%	-62%	-10	185
CCCCNC(=S)NNC(=O)c1ccco1	6	166	6	96	90	x	x	-6	166
Cc1cc(C(=O)CN2C(=O)NC(Cc3c[nH]c4ccccc34)C2=O)c(C)n1C (configuration not stated)	-10	134	-6	74	79	5%	-42%	10	134
CCOC(=O)c1c(C)[nH]c(C)c1C(=O)COc1ccc(NC(=O)c2ccco2)cc1	9	112	6	80	74	7%	-39%	-9	112
Cc1ccc2nc(CSc3nnc(-c4ccco4)o3)cc(=O)n2c1	-3	94	6	92	87	48%	x	3	94
CCOc1ccc(N2C(=O)CCC2=O)cc1	5	74	0	91	91	-2%	7%	-5	74
CCCn1c(=S)[nH]c2cc(C(=O)N3CCc4ccccc43)ccc2c1=O	-10	169	2	79	77	-2%	-5%	10	169
N#CN=C(N)c1ccccc1	-14	116	3	99	96	3%	-4%	14	116
CC1CCN(C(=O)CSc2nnc(-c3ccco3)o2)CC1	7	151	21	98	77	1%	13%	-7	151
Cc1cc(C)c(C#N)c(SCC(=O)N2CCN(Cc3ccccc3)CC2)n1	-10	120	x	x	x	2%	-57%	10	120
O=C(/C=C/c1ccc(Cl)cc1)NCCN1CCOCC1	-4	111	x	x	x	1%	6%	5	111

Looked up one by one from above:
SMILES	IL1B NFkB inh	IL1B NFkB inh cell count 2 µM	MRP resist rev	MRP resist rev cytotoxicity	MRP resist rev with doxorubicin	Bcl-B displacement	PLAP inhibition	NFkB transloc pot	NFkB transloc pot cell count 2 µM
CCCn1c(=S)[nH]c2cc(C(=O)N3CCc4ccccc43)ccc2c1=O	-10	169	2	79	77	-2%	-5%	10	169
COCCNC(=O)c1cc(-c2cccs2)on1	2	62	x	x	x	-1%	0%	-2	62
Cc1ccc(CNC(=O)COc2ccc(S(=O)(=O)NC(C)C)cc2)cc1	-20	208	14	98	84	-2%	20%	20	208
O=c1c2cnn(-c3ccccc3Cl)c2ncn1Cc1cccnc1	-1	147	6	88	82	-4%	19%	1	147
Cc1ccc(C)c(OCC(O)CN2CCCCC2C)c1 (configuration not stated)	10	185	3	79	76	-10%	-62%	-10	185
CC1CCN(C(=O)CSc2nnc(-c3ccco3)o2)CC1	7	151	21	98	77	1%	13%	-7	151
Cc1cc(C)c(C#N)c(SCC(=O)N2CCN(Cc3ccccc3)CC2)n1	-10	120	x	x	x	2%	-57%	10	120

Next part
SMILES	IL1B NFkB inh	IL1B NFkB inh cell count 2 µM	MRP resist rev	MRP resist rev cytotoxicity	MRP resist rev with doxorubicin	Bcl-B displacement	PLAP inhibition	NFkB transloc pot	NFkB transloc pot cell count 2 µM
CO/N=C/NC(=O)NOCc1ncc(C(F)(F)F)cc1Cl	-39	188	4	92	88	6%	-26%	39	188
O=[N+]([O-])c1ccc(-c2ccc(/C=N/c3c(-c4ccco4)nc4ccccn34)o2)cc1	-8	103	x	x	x	7%	25%	8	103
Cc1ccc(S(=O)(=O)NNC(=S)Nc2ccccc2)cc1	-15	171	3	94	92	0%	-57%	15	171
O=[N+]([O-])/C(=C\Nc1ccccc1)S(=O)(=O)c1ccccc1	1	140	-21	91	112	-5%	-18%	-1	140
COc1ccccc1-n1c(SCC(=O)Nc2ccc3c(c2)OCO3)nc2c(c1=O)SCC2	-3	153	12	85	73	1%	-41%	3	153
COc1ccccc1NS(=O)(=O)c1ccc(NC(=O)c2nc3nc(C)cc(C(F)F)n3n2)cc1	-4	59	5	97	92	-7%	21%	4	59
O=c1cc(N2CCC3(CC2)OCCO3)[nH]c(=O)n1-c1ccc(Cl)cc1	-17	124	-4	88	93	-7%	4%	17	124
COC(=O)c1ccccc1NC(=O)CN(C1CCCCC1)S(C)(=O)=O	-4	150	9	94	85	-9%	10%	4	150
COC(=O)CNC(=O)CNC(=O)Nc1ccccc1	7	181	-4	96	99	-1%	0%	-7	181
CSc1ccccc1C(=O)Nc1ccc(C)c(C)c1	-8	149	-6	87	92	43%	12%	8	149
c1ccc2c(c1)oc1c(N3CCN(Cc4ccc5c(c4)OCO5)CC3)ncnc12	-10	137	10	85	75	-5%	-50%	10	137
Cc1nc2sc(C(c3cccs3)N3CCOCC3)c(O)n2n1 (configuration not stated)	-1	36	2	97	95	3%	4%	1	36
COc1ccc(-c2cc(C(=O)NCCN3CCOCC3)c3ccccc3n2)cc1	3	108	3	75	72	12%	-61%	-3	108
Cc1ccccc1-n1c(=O)c2ccccc2n2c(=O)[nH]nc12	0	162	21	104	83	x	x	0	162
CC1CC2(C)Oc3ccccc3C3OCC1(CO)C(C)C32 (configuration not stated)	-13	113	0	93	93	0%	-10%	13	113
Cc1ccc(/C(C#N)=C\c2cn(C)c3ccccc23)cc1	4	76	7	90	82	-58%	15%	-4	76
CCOC(=O)Nc1ccc(C(=O)NCC2CCCO2)cc1 (configuration not stated)	5	147	-12	93	105	5%	0%	-5	147
COc1ccc(Nc2nc(=O)[nH]nc2C)cc1	-13	96	-6	96	101	-1%	6%	13	96
COc1ccc(CNC(=O)c2nnn(Cc3ccc(OC)cc3)c2N)cc1	-19	80	23	103	80	x	x	19	80
O=c1nc2s/c(=C\c3ccco3)c(=O)n2nc1Cc1ccccc1	-10	178	0	94	95	13%	-19%	10	178
O=C(N[C@@H](Cc1ccccc1)C(=O)NC1CCCCCC1)c1ccco1	-48	144	x	x	x	-18%	-33%	u	x
CCN(CC)S(=O)(=O)c1cccc(-c2nnc(SCCOc3ccccc3)o2)c1	6	115	7	106	99	3%	-35%	-6	115
O=C1OCC(c2ccccc2)=C1c1ccc(S(=O)(=O)N2CCOCC2)s1	-6	99	x	x	x	-70%	-34%	6	99
C=CCN1C(=O)C(Cc2ccc(C)cc2)S/C1=N/N=C/c1ccco1 (configuration not stated)	5	128	x	x	x	-6%	1%	-5	128
Clc1cccc(CSc2ncn(-c3ccccc3)n2)c1	-7	129	4	94	90	x	x	7	129
SMILES	IL1B NFkB inh	IL1B NFkB inh cell count 2 µM	MRP resist rev	MRP resist rev cytotoxicity	MRP resist rev with doxorubicin	Bcl-B displacement	PLAP inhibition	NFkB transloc pot	NFkB transloc pot cell count 2 µM
CCOC(=O)/C(=C\c1ccc([N+](=O)[O-])o1)NC(=O)c1ccccc1	-19	75	0	81	80	-15%	22%	19	75
O=C(CSc1nnc2ccccn12)NC(=O)NC1CCCC1	-2	112	x	x	x	0%	8%	2	112
CCN(CC)C(=O)C1CCCN(Cc2ccccc2F)C1 (configuration not stated)	x	x	-16	89	105	3%	13%	x	x
Cc1ccc(N(CC(=O)N2CCN(C3CCCCC3)CC2)S(=O)(=O)c2cccnc2)cc1	14	92	-22	52	74	-16%	-48%	-14	92
Cc1nc(N)nc(C)c1Cc1ccccc1	5	121	-2	98	100	-5%	15%	-5	121
Oc1ccccc1C1Nc2cccc3cccc(c23)N1	-4	192	-14	34	48	4%	-21%	4	192
Cc1ccc(-c2csc(N/N=C/c3ccco3)n2)cc1	-6	183	x	x	x	-7%	-9%	6	183
N=c1sccn1CC(=O)NCCc1ccc(Cl)cc1Cl	-4	166	-3	84	87	2%	22%	4	166
Cc1ccc(-n2nc3c(N4CCN(c5ccccc5)CC4)nnc(C)c3c2C)cc1	2	148	-14	66	79	x	x	-1	148
COc1ccc(-c2csc(NCc3ccco3)n2)cc1C	x	x	4	78	74	-28%	-3%	x	x
COc1ccc(N2CCN(C(c3cccs3)C(C)NS(=O)(=O)c3ccccc3)CC2)cc1 (configuration not stated)	-19	143	12	95	83	-2%	-25%	19	143
COc1cccc(Cn2cnc3c(NS(=O)(=O)c4ccc(Cl)cc4Cl)c(C)c(C)cc32)c1	13	124	x	x	x	0%	-26%	-13	124
CC(C(=O)NC1CCCC1)N(C(=O)CS(=O)CC(=O)Nc1ccc(F)cc1)c1ccc2c(c1)OCCO2 (configuration not stated)	0	166	x	x	x	-4%	-38%	0	166
CCOC(=O)c1ccccc1NC(=O)COC(=O)c1ccc(C)c(S(=O)(=O)N2CCOCC2)c1	x	x	-15	54	69	3%	10%	x	x
O=C(CCSc1ccccc1)NCCSc1ccccn1	1	112	11	92	81	-8%	24%	-1	112
Cc1ccc2[nH]c(=O)c(CN(Cc3ccco3)C(=O)c3cccs3)cc2c1	-3	111	-16	83	98	x	x	3	111
CCc1c(C)c2cc(Cl)c(O)c(CN(C)C)c2oc1=O	-4	150	-6	100	106	-2%	20%	4	150
COC(=O)C(NC(=O)c1ccco1)(Nc1nc(C)cs1)C(F)(F)F (configuration not stated)	x	x	1	94	93	-24%	-8%	x	x

A different layout for some results above:
O=C(CSc1nnc2ccccn12)NC(=O)NC1CCCC1
- IL1B NFkB inh: -2
- IL1B NFkB inh cell count 2 µM: 112
- MRP resist rev: x
- MRP resist rev cytotoxicity: x
- MRP resist rev with doxorubicin: x
- Bcl-B displacement: 0%
- PLAP inhibition: 8%
- NFkB transloc pot: 2
- NFkB transloc pot cell count 2 µM: 112
CCN(CC)C(=O)C1CCCN(Cc2ccccc2F)C1 (configuration not stated)
- IL1B NFkB inh: x
- IL1B NFkB inh cell count 2 µM: x
- MRP resist rev: -16
- MRP resist rev cytotoxicity: 89
- MRP resist rev with doxorubicin: 105
- Bcl-B displacement: 3%
- PLAP inhibition: 13%
- NFkB transloc pot: x
- NFkB transloc pot cell count 2 µM: x
Cc1ccc(N(CC(=O)N2CCN(C3CCCCC3)CC2)S(=O)(=O)c2cccnc2)cc1
- IL1B NFkB inh: 14
- IL1B NFkB inh cell count 2 µM: 92
- MRP resist rev: -22
- MRP resist rev cytotoxicity: 52
- MRP resist rev with doxorubicin: 74
- Bcl-B displacement: -16%
- PLAP inhibition: -48%
- NFkB transloc pot: -14
- NFkB transloc pot cell count 2 µM: 92
Cc1nc(N)nc(C)c1Cc1ccccc1
- IL1B NFkB inh: 5
- IL1B NFkB inh cell count 2 µM: 121
- MRP resist rev: -2
- MRP resist rev cytotoxicity: 98
- MRP resist rev with doxorubicin: 100
- Bcl-B displacement: -5%
- PLAP inhibition: 15%
- NFkB transloc pot: -5
- NFkB transloc pot cell count 2 µM: 121
